From PubChem BioAssay
ELG1 repair inh: blocks ELG1-dependent DNA repair in HEK293T cells; HEK293T ELG1-luciferase reporter, luminescence, 16 h; DNA damage induced by 5-fluorouridine; Potency, µM (doses to about 46.1 µM), for inactives: at the top dose activity change, negative = inhibition, hits mostly inhibitors; hit rate 2.3% among 330,000; note: potency is the fitted concentration of half-maximal effect; % is set by controls: 0 for no effect and ±100 for the full control effect; nearly all actives have a fitted effect of over 55% in size
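HEK293T cells expressing luciferase-tagged ELG1 (2,000/well) received 5-Fluorouridine plus compound or DMSO for 16 hr at 37 °C. Luciferase was read by ONE-Glo luminescence after 30 min at room temperature.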
PTAP TSG101 blk: blocks PTAP/TSG101 interaction to inhibit HIV-1 budding; AID 493005; Fluorescence polarization, FITC-PTAP peptide / Tsg101 binding; 340,000 tested, under 10 active; Q99816; Potency, µM (highest dose often 115 µM), inactives show top-dose activity change, negative = inhibition, actives largely listed as inhibitors; active = well fitted inhibition curve with a large enough effect in the main read-out, with a control signal flat, not every such curve was filed as active; inconclusive = small, poorly fitted or top-dose-only effect, or effect the other way, or a change in a side signal; inactive = no such curve, though single readings can be large or run the other way; note: potency is the fitted concentration of half-maximal effect; % of control where 0% means no effect
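Compounds were pin-transferred onto Tsg101 binding domain (10 uM final) in HEPES pH 7.5 buffer, then FITC-PTAP peptide was added at 50 nM final. After 20 min at RT, polarization reported peptide displacement across a qHTS concentration series.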
TCR activator: T cell receptor activation; AID 504894; primary human leukocytes, anti-CD3, IL-2 HTRF, 48 h; 330,000 tested, under 10 active; Potency, µM (series often up to 9.22 µM), without a hit: top-dose activation of IL-2 secretion, usual class: activators; note: % of control where 0% means no effect
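Human primary leukocytes + a-CD3 beads + cpd, 48 hr; IL-2 in supernatant by HTRF (ex 320nm / em 665nm). No co-stimulatory signal supplied.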
Mito fusion yeast: blocks mitochondrial division or promotes mitochondrial fusion; AID 485298; Potency, µM (highest dose often 46.1 µM), inactives show at the highest dose growth rescue (activation), hits mostly activators; S. cerevisiae fusion-defective mutant growth rescue, CellTiterGlo 48 h; hit rate 0.23% among 320,000;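 note: potency is the fitted concentration of half-maximal effect; % of control where 0% means no effect; nearly all actives have a fitted effect of over 45% in size; temperature-sensitive fusion mutants such as fzo1-1 at 37 °C on non-fermentable ethanol glycerol medium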
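Yeast fusion mutant, YPEG (non-fermentable carbon), compound, 48 h at 37C non-permissive; CellTiterGlo added, 10 min RT, luminescence read. Rescued growth = division inhibition.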
Chronic BCR inh: blocks chronic active B-cell receptor signaling; ABC-DLBCL IkBa-CBG/CBR reporter, luminescence ratio, 4 h; Potency, µM (doses to about 46.1 µM), for the others: at the top dose ratio change, negative = lower green/red ratio, actives largely listed as inhibitors; hit rate 0.05% among 340,000; AID 493014; active = well fitted inhibition curve with a large enough effect in the signal ratio, with a control signal flat, not every such curve was filed as active; inconclusive = small, poorly fitted or top-dose-only effect, or effect the other way, or a change in a side signal; the % refers to the signal ratio;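 note: potency is the fitted concentration of half-maximal effect; plate controls were basal doxycycline-induced cells for no effect and cells given 10 µM MG132 for full effect; MG132 reads +100%, hits lower the ratio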
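TMD8 human ABC-DLBCL cells with doxycycline-inducible IκBα–green luciferase fusion and unfused red luciferase, in 0.5% FBS medium; compounds up to 46 uM, 4 h at 37C. Green/red luminescence ratio, filter-overlap corrected, fitted to concentration-response curves.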
Tb PFK block: blocks T. brucei phosphofructokinase | O15648 | hit rate 0.17% among 330,000 | Potency, µM (doses to about 57.5 µM), for inactives: at the highest dose activity, negative = inhibition, most hits filed as inhibitors | T. brucei PFK, ADP-Glo luminescence;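 note: potency is the fitted concentration of half-maximal effect; 0% = uninhibited 1x PFK enzyme wells and -100% = no-enzyme wells; nearly all actives have a fitted effect of over 60% in size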
Target sequence (O15648 whole entry, looked up): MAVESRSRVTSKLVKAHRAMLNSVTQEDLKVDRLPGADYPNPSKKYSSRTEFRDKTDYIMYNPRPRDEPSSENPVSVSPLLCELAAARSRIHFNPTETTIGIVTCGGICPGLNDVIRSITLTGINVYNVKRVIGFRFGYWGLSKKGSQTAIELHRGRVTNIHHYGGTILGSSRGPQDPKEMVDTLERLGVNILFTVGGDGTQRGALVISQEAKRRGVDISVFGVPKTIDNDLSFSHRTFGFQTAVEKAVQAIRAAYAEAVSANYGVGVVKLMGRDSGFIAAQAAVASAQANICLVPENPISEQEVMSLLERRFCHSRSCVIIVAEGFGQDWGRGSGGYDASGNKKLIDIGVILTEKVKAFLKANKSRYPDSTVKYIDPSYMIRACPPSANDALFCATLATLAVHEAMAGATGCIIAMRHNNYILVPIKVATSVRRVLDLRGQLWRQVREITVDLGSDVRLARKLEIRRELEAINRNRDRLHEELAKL
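In TEA buffer at pH 8.0 with 5 mM MgCl2, enzyme (1.25 nM) converted F6P (0.5 mM) and ATP (0.1 mM) for 45 min at room temperature. ADP product was read by luciferase luminescence.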
Eya2 inh: blocks the phosphatase activity of human Eya2; O00167; recombinant Eya2, OMFP fluorescence dephosphorylation (OMFP is methylfluorescein phosphate); Potency, µM (doses to about 76.9 µM), without a hit: at the highest dose activity, negative = inhibition, hits mostly inhibitors; hit rate 0.006% among 330,000; note: potency is the fitted concentration of half-maximal effect; % is set by controls: 0 for no effect and ±100 for the full control effect
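Eya2 (0.2 uM) preincubated 10 min at ambient with compound, then OMFP substrate added at 50 uM; 10 min reaction in 50 mM HEPES pH 7.5, 50 mM NaCl, 5 uM MgCl2, 0.05% BSA, 1 mM DTT. Fluorescence read at Ex 485/Em 525 nm.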
TSHR antagonist: antagonists of human thyroid stimulating hormone receptor. activity change, negative = inhibition, % at 11.5 µM. TSHR-expressing cells, TSH-stimulated cAMP HTRF, 2 h; hits give low values. hit rate 0.2% among 330,000. P16473. AID 504810;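 active = activity change below a set negative limit, meaning inhibition stronger than a set level, cut at about -70% in these data; inconclusive = activity change between two set negative limits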; note: % is set by controls: 0 for no effect and ±100 for the full control effect
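TSHR-expressing cells, 200/well, pre-treated with compound, then stimulated with EC80 TSH (4nM final) for 2 hours at 37 deg C. cAMP measured by competitive HTRF: anti-cAMP cryptate antibody in lysis buffer plus cAMP-d2, read after 30 minutes at room temperature.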
ASM inhibitor: human S-ASM enzyme inhibition; P17405; placental ASM, HMU-PC fluorogenic substrate, 60 min; Potency, µM (top dose mostly 57.5 µM), inactives show at the highest dose activity change, negative = inhibition, hits mostly inhibitors; hit rate 0.006% among 340,000; note: potency is the fitted concentration of half-maximal effect
Target sequence (P17405 47-631 limits assumed): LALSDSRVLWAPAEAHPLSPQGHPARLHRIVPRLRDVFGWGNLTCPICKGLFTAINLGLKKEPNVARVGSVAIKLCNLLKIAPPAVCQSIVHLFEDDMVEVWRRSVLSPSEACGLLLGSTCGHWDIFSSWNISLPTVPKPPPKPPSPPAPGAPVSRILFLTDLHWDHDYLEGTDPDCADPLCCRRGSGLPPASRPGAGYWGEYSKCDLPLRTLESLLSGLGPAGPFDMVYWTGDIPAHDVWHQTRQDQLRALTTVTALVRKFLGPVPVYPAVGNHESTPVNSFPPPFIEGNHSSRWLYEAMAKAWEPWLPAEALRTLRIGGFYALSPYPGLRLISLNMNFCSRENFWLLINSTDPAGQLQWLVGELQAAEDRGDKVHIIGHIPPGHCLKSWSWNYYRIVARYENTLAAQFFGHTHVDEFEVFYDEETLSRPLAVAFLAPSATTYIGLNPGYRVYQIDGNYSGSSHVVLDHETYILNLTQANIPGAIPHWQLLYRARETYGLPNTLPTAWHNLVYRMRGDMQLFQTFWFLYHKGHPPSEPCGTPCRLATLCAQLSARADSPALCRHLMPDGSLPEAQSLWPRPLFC
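HMU-PC0 cleavage (9 uM final) by human placental ASM, 60 min at 37 °C following 10 min compound exposure at RT; stopped at pH 10, fluorescence Ex 386/Em 447 nm.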
Integrin act MD: activates integrin-mediated alleviation for muscular dystrophy; Potency, µM (titrated, usually from 38.3 µM), for the others: at the top dose activation, hits mostly activators; hit rate 0.064% among 350,000; alpha7betagal myoblasts, beta-gal FDG fluorescence, 48 h; AID 624291;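 note: potency is the fitted concentration of half-maximal effect; 100% = response of the positive control SU9516; nearly all actives have a fitted effect of over 60% in size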
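alpha7betagal+/- myoblasts (passage 13, 250/well) treated 48 h at 37C with compounds at 1:260 dilution of DMSO stock. Lysed, then beta-galactosidase activity read as FDG fluorescence (ex 480/em 540) after 30 min, with pre-read for autofluorescence.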
AT treatment: candidate therapy for ataxia-telangiectasia | Potency, µM (doses to about 57.5 µM), inactives show at the top dose activation, most hits filed as activators | hit rate 0.19% among 320,000 | […] A-T fibroblasts, KAP-1 phosphorylation AlphaLISA; neocarzinostatin DNA damage 30 min before lysis | AID 485349; note: potency is the fitted concentration of half-maximal effect; % of control where 0% means no effect; nearly all actives have a fitted effect of over 45% in size
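ATM-like activity read as KAP-1 phosphorylation via AlphaLISA donor/acceptor antibody pairs after lysis and 6 hr at 25C. Cells were ATM-null patient fibroblasts ([…], hTERT), dosed 60 min, then exposed to the DSB inducer NCS for 30 min.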
Active calls of the source: *; i = inactive; ? = inconclusive; . = not tested or not shown; [ ] = another dose, or the depositor's remark. Unless noted, calls come from the whole dose curve; as a rule, active = well fitted curve in the direction sought with a large enough effect; inconclusive = small, poorly fitted or top-dose-only effect, or another doubt; inactive = no such curve, though single readings can be large; an effect the other way counts as inactive or inconclusive. The order is random; 3.2% or so of the library scored in one or more.

cpd	SMILES	ELG1 repair inh	PTAP TSG101 blk	TCR activator	Mito fusion yeast	Chronic BCR inh	Tb PFK block	Eya2 inh	TSHR antagonist	ASM inhibitor	Integrin act MD	AT treatment
1	Cc1cc2n(n1)C(c1ccsc1)Nc1ccccc1-2 (stereo not given)	3%	-1%	5%	12%	14%	3%	-17%	0	0%	-13%	10%
2	O=C(Cn1c(=O)c2cccn2c2cccnc21)N1CCN(c2ccccc2F)CC1	-3%	-3%	1%	27%	2%	-3%	10%	-5	5%	19%	3%
3	Cc1[nH]n(-c2ccccc2)c(=O)c1CCOC(=O)c1cccc(C(F)(F)F)c1	-3%	-3%	.	3%	-1%	0%	-10%	12	-4%	-4%	8%
4	O=C(CCSc1nc2ccccc2s1)N/N=C/c1c(O)ccc2ccccc12	-11%	2%	3%[46.1 µM]	-1%	4%	-1%	-4%	-12	33%[activator]	-18%	-5%
5	CCOC(=O)/C(=C\C=C1/Sc2ccccc2N1CC)C(C)=O	?	?	3%	20%	3%	5%	?	-15	-21%	-494%[inhibitor]	1%
6	CNC(=O)c1ccc(-c2nc(-c3ccccc3)cs2)cc1	?	2%	0%	-1%	?	-2%	7%	4	-2%	-16%	-3%
7	COc1ccc(/C=C(/NC(=O)c2ccccc2)C(=O)NC(Cc2c[nH]c3ccccc23)C(=O)O)cc1 (stereo not given)	24%	0%	1%	2%	?	2%	4%	5	0%	-19%	5%
8	O=C(NCc1ccco1)c1ccc(NS(=O)(=O)c2cccc([N+](=O)[O-])c2)cc1	-3%	-7%	0%	3%	0%	-5%	14%	-3	0%	-25%	-1%
9	Cc1ccccc1C(=O)NC(=S)Nc1ccc2[nH]c(=O)[nH]c2c1	-4%	-3%	-7%	-2%	?	1%	-10%	-10	-4%	23%	2%
10	S=c1[nH]cc(Cc2ccccc2)s1	-13%	-1%	-1%[46.1 µM]	27%	-3%	-10%	-2%	-4	3%	-4%	1%
11	COc1ccccc1N(CC(=O)NCCSc1ccccn1)S(=O)(=O)c1ccccc1	-8%	1%	0%	2%	?	0%	8%	-7	-2%	-15%	-7%
12	CCN(C(=O)CSc1nnc(COc2cccc(C)c2)o1)c1nc(C)cs1	19%	-2%	-1%	9%	-5%	0%	4%	-3	-5%	8%	-5%
13	O=C(CSc1nncs1)N1CCN(S(=O)(=O)c2ccccc2)CC1	10%	-3%	8%	-4%	14%	-1%	3%	1	0%	-21%	3%
14	N=c1n(Cc2ccc(Cl)cc2)c2ccccc2n1CC(O)c1ccco1 (stereo not given)	?	-5%	-14%	-6%	?	4%	6%[15.4 µM]	1	-2%	-66%[inhibitor]	15%
15	CN(C)c1ccc(NC(=O)c2ccc(Cn3cc([N+](=O)[O-])cn3)cc2)cc1	?	2%	-2%	10%	?	24µM*	-2%	-4	-3%	-19%	-4%
16	O=C(COc1ccccc1[N+](=O)[O-])OC1CCS(=O)(=O)C1 (stereo not given)	8%	3%	6%	20%	-23%	-1%	5%	2	2%	-1%	3%
17	Cc1cccc(N2C(N)=NC(N)=NC23CCCCC3)c1	-10%	1%	2%	-3%	-1%	1%	4%	-19	4%	-53%[inhibitor]	-2%
18	Cc1cccc(S(=O)(=O)c2c(N)n(Cc3ccco3)c3nc4ccccc4nc23)c1	?	-1%	0%	5%	7%	-7%	-7%	0	i	-18%	20%
19	CS(=O)(=O)c1ccc(Cl)c(NC(=O)COC(=O)/C=C/c2cnc3ccccc3n2)c1	1%	4%	8%	0%	6%	1%	?	-8	4%	-30%	-4%
20	CNC(=O)CCc1nc(-c2ccc(C(C)(C)C)cc2)no1	?	2%	5%	5%	-13%	14%	4%	5	5%	-12%	3%
21	COc1ccc(C2c3c4c(n(C)c3CCN2C)CCN(C)C4c2ccc(OC)cc2)cc1 (stereo not given)	4%	-5%	2%	0%	5%	4%	-12%	7	5%	-19%[7.66 µM]	-10%
22	CC1=C(C#N)C(Nc2cccc(C)n2)(C(F)(F)F)C(=O)N1 (stereo not given)	18%	-1%	2%	-2%	-16%	-1%	0%	5	-1%	-13%	5%
23	Cc1cc(C(=O)CN2C(=O)NC3(CCCCC3)C2=O)c(C)n1-c1ccc2c(c1)OCO2	-9%	2%	-1%[46.1 µM]	9%	-6%	3%	-7%	18	-7%	-25%	0%
24	O=C(NCC1CCN(c2ccc(S(=O)(=O)N3CCOCC3)cc2)CC1)c1ccc(Cl)cc1	21µM*	-1%	6%	1%	7%	-3%	-3%	-15	-8%	-30%	.
25	O=C(NNS(=O)(=O)c1ccc(F)cc1)c1ccc(S(=O)(=O)N2CCCCC2)cc1	7%	-2%	7%[46.1 µM]	-2%	3%	-1%	-2%	12	0%	-12%	-4%
26	Brc1ccccc1CN1CCC(Cc2ccccc2)CC1	-7%	1%	2%	-13%	2%	-7%	-18%	-1	-1%	0%	?
27	O=C1N/C(=C/c2ccc(N3CCCC3)cc2)C(=O)N1c1ccccc1	?	-1%	6%[46.1 µM]	1%	0%	3%	7%	-5	.	-21%	8%
28	CCn1c(SCC(=O)NCc2ccco2)nc2ccccc2c1=O	8%	-3%	3%	7%	?	-4%	10%	4	-1%	-27%	8%
29	O=C(Nc1ccncc1)c1cc(S(=O)(=O)N2CCN(c3ccccc3)CC2)ccc1Cl	-17%	-1%	6%	15%	-5%	-2%	33%	-6	.	-11%	5%
30	COc1ccc(-c2csc3ncnc(N4CCN(c5ccc(OC)cc5)CC4)c23)cc1	?	-5%	1%	-11%	-14%	-2%	0%	-16	-20%	-28%	6%
31	Cc1nc2ccc(S(=O)(=O)Nc3cc(-c4nc5cccnc5s4)ccc3C)cc2s1	?	-3%	4%	?	?	0%	-3%	-2	20%	-23%	6%
32	CCOc1ccccc1N(C)S(=O)(=O)c1ccc2[nH]cc(C(=O)N(CCOC)CCOC)c(=O)c2c1	-4%	-3%	-4%	-1%	2%	0%	-17%	-2	16%	-45%	1%
33	CC(=O)c1cccc(-n2nnnc2SCC(=O)Nc2cc(C)on2)c1	?	?	1%	-3%	-12%	0%	-12%	1	-1%	-18%	9%
34	Cc1ccc(S(=O)(=O)N(C)C)cc1NC(=O)c1ccncc1	7%	-8%	-32%	6%	-1%	1%	2%	7	6%	14%	4%
35	Cc1nc2nc(-c3cccnc3)nn2c(C)c1Cl	?	-6%	.	0%	3%	1%	8%	10	0%	7%	-4%
36	O=C(Nc1cccc(CNCCc2c[nH]c3ccccc23)c1)c1ccccc1Cl	16%	0%	6%	-19%	?	-6%	5%	-6	-1%	-37%	-6%
37	CC(NC(=S)Nc1ccc(S(N)(=O)=O)cc1)c1ccc2c(c1)OCO2 (stereo not given)	-12%	-5%	-3%[46.1 µM]	-5%	-4%	5%	-1%	-1	-2%	24%	-4%
38	COC(=O)c1ccccc1NC(=O)Nc1cc(C(C)(C)C)on1	?	1%	.	3%	?	-2%	8%	-10	35%[activator]	7%	3%
39	Nc1ccccc1Sc1nc2ccccc2[nH]1	?	0%	6%	-3%	?	?	-6%	-6	-2%	-23%	-7%
40	CCCCc1ccc(NC(=O)Nc2c(C)n(C)n(-c3ccccc3)c2=O)cc1	-11%	-4%	7%	-3%	3%	1%	0%	1	-1%	-3%	-7%
41	CCOC(=O)Cc1csc(NC(=S)NC(=O)c2ccc(Cl)cc2)n1	?	3%	-4%	-7%	?	-11%	-4%	5	-7%	21%	-2%
42	COc1ccc(NC(=O)N(C)C[C@H]2Oc3c(NC(=O)c4nc5ccccc5s4)cccc3C(=O)N([C@@H](C)CO)C[C@H]2C)cc1	-10%	-6%	-1%	.	3%	5%	-8%	-8	-17%	-4%	8%
43	CN1C(=O)C(c2ccccc2[N+](=O)[O-])C(=O)c2ccccc21 (stereo not given)	?	0%	-5%	4%	-3%	1%	-9%	10	7%	32%	-19%
44	CC(C)=CC(=O)Nc1ccc(S(=O)(=O)Nc2ccccn2)cc1	-8%	-6%	-26%	0%	1%	0%	-9%	9	-3%	1%	6%
